Epigenetic reg: regulators of epigenetic silencing causing reporter derepression in mouse cells. 280,000 compounds, 0.2% hits. murine LDR cells, GFP reporter derepression, 30 h. Potency, µM (highest dose often 53.9 µM), for inactives: at the top dose GFP activation, actives largely listed as activators. AID 1865; also: potency is read from the fitted curve at half-maximal effect; % of control where 0% means no effect; nearly all actives have a fitted effect of over 60% in size
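Derepression of a silenced CMV-GFP reporter in murine LDR cells is scored by enumerating GFP-positive cells with a laser-scanning microplate cytometer after 30 hours of treatment at 37 C.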
L3MBTL1 block: inhibitors of human L3MBTL1. Q9Y468. AlphaScreen L3MBTL1–H3K9me1 peptide binding. Potency, µM (series often up to 57.1 µM), for inactives: at the highest dose activity, negative = inhibition, usual class: inhibitors. 230,000 compounds, 0.66% hits. AID 485360; also: potency is read from the fitted curve at half-maximal effect; % is scaled to controls: 0 for no effect and ±100 for the full control effect; nearly all actives have a fitted effect of over 60% in size
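First, the protein-peptide complex forms for 30 min at room temperature (L3MBTL1 50 nM, biotinylated H3K9me1 peptide 75 nM). Next, compounds are pin-transferred and incubated 30 min. Finally, AlphaScreen beads are added and read after 30 min.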
IMPase Li cell: membrane-permeable IMPase blocker, potentiated with lithium; CHO-M1 cells, IP1 TR-FRET (IP-One), carbachol + lithium; Potency, µM (top dose mostly 59.4 µM), for inactives: at the highest dose activity, negative = IMPase inhibition, most hits filed as inhibitors; 210,000 compounds, 0.35% hits;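 also: IP1 builds up when IMPase is blocked and the TR-FRET signal falls; potency is read from the fitted curve at half-maximal effect; plate controls were basal vehicle for no effect and high inhibitor control for full effect; nearly all actives have a fitted effect of over 50% in size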
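Concentration–response in CHO-M1 cells, lithium-potentiated; 30 min at 37C. IP1 detected by competitive TR-FRET after 10 min lysis at RT. Hill-fitted AC50.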
CBFb RUNX1 block: CBF-beta/RUNX1 interaction disruption; 230,000 tested, under 10 active; Q01196+Q13951; Potency, µM (highest dose often 59.8 µM), for the others: top-dose activity, negative = inhibition, usual class: inhibitors; AlphaScreen CBFb-His/RUNX1-biotin binding, biochemical; also: % of control where 0% means no effect
Target sequence (Q01196 whole entry, looked up): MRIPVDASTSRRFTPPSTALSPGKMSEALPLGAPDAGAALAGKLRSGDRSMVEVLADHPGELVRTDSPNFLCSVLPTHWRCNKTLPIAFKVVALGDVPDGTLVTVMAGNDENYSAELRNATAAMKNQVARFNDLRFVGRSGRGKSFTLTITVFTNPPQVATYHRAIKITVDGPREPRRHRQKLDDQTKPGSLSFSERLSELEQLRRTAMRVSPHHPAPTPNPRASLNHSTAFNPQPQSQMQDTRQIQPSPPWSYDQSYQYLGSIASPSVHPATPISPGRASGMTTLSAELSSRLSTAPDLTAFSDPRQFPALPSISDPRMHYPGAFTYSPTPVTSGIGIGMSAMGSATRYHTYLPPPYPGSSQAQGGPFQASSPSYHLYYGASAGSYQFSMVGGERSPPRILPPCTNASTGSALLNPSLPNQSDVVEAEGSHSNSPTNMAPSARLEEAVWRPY
Target sequence (Q13951 whole entry, looked up): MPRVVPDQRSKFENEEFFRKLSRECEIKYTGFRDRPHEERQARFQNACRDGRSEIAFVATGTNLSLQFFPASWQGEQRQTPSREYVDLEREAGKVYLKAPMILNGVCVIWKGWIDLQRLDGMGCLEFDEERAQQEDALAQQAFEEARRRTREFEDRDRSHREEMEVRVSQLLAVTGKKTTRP
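AlphaScreen proximity signal reports loss of binding between His-tagged CBF-beta and biotin-labelled RUNX1, each at 30 nM. Proteins are pre-associated for 20 minutes, compounds added for 15 minutes, then beads for 90 minutes, all at ambient temperature.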
HTT aggregate: inhibitors of mutant huntingtin aggregate formation in PC12 cells; PC12 HttQ103-GFP aggregates, Acumen cytometry, 40 h; Potency, µM (top dose mostly 46.1 µM), without a hit: top-dose activity change, negative = inhibition, hits mostly inhibitors; 220,000 compounds, 1.1% hits; AID 1688; also: potency is read from the fitted curve at half-maximal effect; % is scaled to controls: 0 for no effect and ±100 for the full control effect; nearly all actives have a fitted effect of over 60% in size
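Ecdysone-promoter PC12 model expressing HTT exon 1 Q103 fused to GFP, induced by tebufenozide at 100 nM final. Compounds titrated; aggregates sized 1–25 µm scored on a 488 nm laser cytometer.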
NPSR antagonist: neuropeptide S receptor (human) antagonism, cAMP | CHO-NPSR cells, cAMP TR-FRET, antagonist mode | Potency, µM (titrated, usually from 38.3 µM), inactives show at the top dose activity change, negative = inhibition, actives largely listed as inhibitors | 220,000 compounds, 1% hits; also: potency is read from the fitted curve at half-maximal effect; % is scaled to controls: 0 for no effect and ±100 for the full control effect; nearly all actives have a fitted effect of over 50% in size; many of its hits are not listed in these tables
Target sequence (Q6W5P4 whole entry, looked up): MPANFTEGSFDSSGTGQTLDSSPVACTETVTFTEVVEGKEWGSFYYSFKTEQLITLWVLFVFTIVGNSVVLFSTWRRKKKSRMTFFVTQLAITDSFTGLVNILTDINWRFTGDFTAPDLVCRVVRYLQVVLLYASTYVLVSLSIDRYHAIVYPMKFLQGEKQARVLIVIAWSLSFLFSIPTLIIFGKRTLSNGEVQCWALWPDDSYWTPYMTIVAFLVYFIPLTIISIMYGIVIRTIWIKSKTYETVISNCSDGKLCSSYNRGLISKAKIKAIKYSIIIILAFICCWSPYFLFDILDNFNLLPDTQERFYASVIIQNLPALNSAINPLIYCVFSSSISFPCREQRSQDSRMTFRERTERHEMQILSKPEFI
Luc counter: counter-screen: inhibitors of Kinase-Glo firefly luciferase; Q27757; Kinase-Glo luciferase, ATP luminescence, 8 min; Potency, µM (series often up to 38.3 µM), inactives show at the highest dose activity change, negative = inhibition, actives largely listed as inhibitors; 200,000 compounds, 0.28% hits; AID 1379; also: potency is read from the fitted curve at half-maximal effect; % is scaled to controls: 0 for no effect and ±100 for the full control effect; nearly all actives have a fitted effect of over 60% in size
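Substrate mix (final 50 mM imidazole pH 7.2, 50 mM KCl, 7 mM MgCl2, 10 uM ATP, 0.01% Tween 20, 0.05% BSA) plus pin-tool compound, then Kinase-Glo detection mix; 8 min ambient, luminescence read.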
* marks the source's active call; other numbers are inactive results; u = inconclusive; x = not tested or not shown; & = joins results of further samples; [ ] = remark or other dose. Calls follow the shape of the dose curve; as a rule, active = well fitted curve in the direction sought with a large enough effect; inconclusive = small, poorly fitted or top-dose-only effect, or another doubt; inactive = no such curve, though single readings can be large; an effect the other way counts as inactive or inconclusive. The list is partial, so the mix of outcomes need not match the whole.

SMILES | Epigenetic reg | L3MBTL1 block | IMPase Li cell | CBFb RUNX1 block | HTT aggregate | NPSR antagonist | Luc counter
COc1cc(OC)cc(C(=O)Nc2ccc(S(=O)(=O)Nc3cc(C)nc(C)n3)cc2)c1 | 0.2%&-1.0% | x | 38%[38.3 µM] | 11% | -8% | -10%[46.1 µM] | -3%
Cc1nc(NC(=O)/C=C/c2ccco2)sc1C | -1.1% | u | 3% | -3% | -4% | 12% | -3%
COc1ccc(C(=O)Oc2ccc(/C=N/O)cc2)cc1 | 0.0% | 4% | -6%[38.3 µM] | 1% | 8% | -10%[46.1 µM] | 1%
CC(=O)NC(CCS(C)(=O)=O)C(=O)Nc1cccc2ccccc12 (stereo unspecified) | -0.8% | 4% | 10%[38.3 µM] | 12% | -16% | 3%[46.1 µM] | 4%
Cn1c(SCC(=O)OC2CCCCC2)nnc1-c1ccc(S(=O)(=O)N2CCCC2)cc1 | 3.2% | -14% | 19%[38.3 µM] | 3% | 2% | -2%[46.1 µM] | 7%
COC(=O)c1ccccc1NC(=O)Nc1ccc(Cl)cn1 | 0.1% | -4% | 1% | 3% | 19% | 12% | u
CCCOC(=O)c1cc(NC(=O)/C=C/c2ccccc2)ccc1O | -1.0% | u | 31%[activator] | -1% | -4%[9.22 µM] | 29% | -6%
CC(=O)NS(=O)(=O)c1ccc(NC(=O)c2ccc3c(c2)C(=O)N(CCC(C)C)C3=O)cc1 | 0.0% | -2% | -4% | -4% | 4% | 12% | 0%
CCOCCn1c(SC)nc2c1c(=O)[nH]c(=O)n2C | 0.0% | 1% | -11%[38.3 µM] | 5% | 3% | -4%[46.1 µM] | -1%
CC1CC1C(=O)NCCc1ccc(Cl)cc1 (stereo unspecified) | -0.8% | 8% | 4% | -4% | 9% | 5%[46.1 µM] | 0%
Cc1cc(-c2csc(NC(=O)c3ccc(C#N)cc3)n2)c(C)n1Cc1ccccc1 | -0.9% | 6% | x | 0% | -7% | 7%[46.1 µM] | x
CC(C)CN1CN(S(=O)(=O)c2cccs2)c2nc3ccccc3nc21 | -1.0% | 3% | 12%[38.3 µM] | 2% | -6% | -23%[46.1 µM] | -2%
CC(=O)Nc1ccc(/C(C)=N/NS(=O)(=O)c2ccc(C)cc2)cc1 | 0.8% | 8% | -8%[38.3 µM] | 5% | 5% | -9%[46.1 µM] | -1%
Cc1cc(-c2[nH]nc3c2C(c2ccc(Cl)cc2)C(C#N)=C(N)O3)c(C)s1 (stereo unspecified) | -2.0% | -4% | -3% | -7% | -5% | u | 2%
Cc1ccc2oc(-c3cccc(NC(=O)c4cc(-n5cnnc5)ccc4Cl)c3)nc2c1 | 1.2% | 3% | u | 9% | -13% | -1%[46.1 µM] | 5%
COc1cc(NC(=O)CN2c3cccc4cccc(c34)S2(=O)=O)cc(OC)c1OC | -3.1% | -10%[11.4 µM] | 15%[38.3 µM] | 3% | u | -13%[46.1 µM] | 0%
COc1ccc(C2c3ccc(O)cc3Oc3ncn4nc(-c5ccncc5)nc4c32)cc1OC (stereo unspecified) | u | -1% | x | -18% | 36%[9.22 µM] | 49% | x
O=[N+]([O-])c1ccc(CN2CCN(Cc3c[nH]c4ccccc34)CC2)cc1 | -6.6% | -8% | 12% | 3% | 1% | -8% | -1%
CCc1ccc(C(=O)CSc2nc3ccccc3c(=O)[nH]2)cc1 | 0.8% | x | -2%[38.3 µM] | -1% | -16% | -14%[46.1 µM] | 16%
COc1ccc(CCNC(=O)C2CCN(c3ccc(N4CCOCC4)nn3)CC2)c(OC)c1 | -0.2% | x | 1%[38.3 µM] | -2% | -1% | -11%[46.1 µM] | -4%

Ordered by heavy-atom count (lowest first): 6 of the compounds above
SMILES | Epigenetic reg | L3MBTL1 block | IMPase Li cell | CBFb RUNX1 block | HTT aggregate | NPSR antagonist | Luc counter
Cc1nc(NC(=O)/C=C/c2ccco2)sc1C | -1.1% | u | 3% | -3% | -4% | 12% | -3%
COc1ccc(C(=O)Oc2ccc(/C=N/O)cc2)cc1 | 0.0% | 4% | -6%[38.3 µM] | 1% | 8% | -10%[46.1 µM] | 1%
CC(=O)NC(CCS(C)(=O)=O)C(=O)Nc1cccc2ccccc12 (stereo unspecified) | -0.8% | 4% | 10%[38.3 µM] | 12% | -16% | 3%[46.1 µM] | 4%
O=[N+]([O-])c1ccc(CN2CCN(Cc3c[nH]c4ccccc34)CC2)cc1 | -6.6% | -8% | 12% | 3% | 1% | -8% | -1%
Cc1cc(-c2csc(NC(=O)c3ccc(C#N)cc3)n2)c(C)n1Cc1ccccc1 | -0.9% | 6% | x | 0% | -7% | 7%[46.1 µM] | x
COc1ccc(C2c3ccc(O)cc3Oc3ncn4nc(-c5ccncc5)nc4c32)cc1OC (stereo unspecified) | u | -1% | x | -18% | 36%[9.22 µM] | 49% | x

(listing goes on)
SMILES | Epigenetic reg | L3MBTL1 block | IMPase Li cell | CBFb RUNX1 block | HTT aggregate | NPSR antagonist | Luc counter
CCn1c(SCC(=O)Nc2cccc(NC(=O)c3ccco3)c2)nnc1-c1cccs1 | -1.0% | x | 16%[38.3 µM] | -6% | -4% | -11%[46.1 µM] | -9%
ClC(Cl)Cl | x | x | 10% | 5%[21.7 µM] | 3% | x | x
C=CCN1CC(O)=C(c2nc3ccccc3[nH]2)C1=N | 0.0% | 38%[activator] | 8% | 1% | -1% | 4% | 0%
Cc1ccccc1C(=O)NCC(=O)Nc1ccccc1C(F)(F)F | -2.3% | 13% | -5% | 10% | 15% | 7% | 2%
CC[C@@](N)(C(=O)O)c1ccc(C(=O)O)cc1 | -1.1% | x | 1% | 4%[21.7 µM] | x | x | -4%
CCOC(=O)C1CCN(C(=O)c2ccc(N(C)S(C)(=O)=O)cc2)CC1 | 0.8% | x | -10%[38.3 µM] | 1% | 21% | -6%[46.1 µM] | 13%
O=C(NCCO)C(O)C(O)C(=O)NCCO (stereo unspecified) | 2.2% | -5% | 33%[activator] | -7% | 5%[9.22 µM] | 23% | 1%
COc1cccc(CC(NC(C)=O)C(=O)NC2CCN(S(=O)(=O)c3ccc(F)cc3)CC2)c1OC (stereo unspecified) | -0.1% | 0% | -3% | 6% | 10%[9.22 µM] | 3% | -2%
Cc1onc(-c2ccccc2)c1C(=O)Nc1ccc(Cl)cn1 | -1.0% | 12% | 3% | 3% | 14%[9.22 µM] | 21% | 3%
Cn1c(SCc2c(Cl)cccc2Cl)nc(C(F)(F)F)cc1=O | -0.9% | 2% | -7%[38.3 µM] | 7% | 10% | u | -1%
Cc1noc(C)c1COC(=O)CCCNC(=O)c1ccc(Cl)cc1 | 2.5% | 7% | 7% | -13% | 4% | 1% | -1%
O=C1c2cccc3c([N+](=O)[O-])ccc(c23)C(=O)N1c1ccc(Cl)cn1 | 14µM* | -11% | 31%[activator][38.3 µM] | 5% | u | 5µM* | -5%
CC(=O)c1cc(C(=O)c2ccccc2)sc1Nc1ccccc1 | -2.2% | 55%[activator] | 13% | u | -32% | -18% | 2%
COC(=O)c1ccccc1NC(=O)CNC(=O)c1ccc(OC)cc1 | 1.1% | 8% | -3% | -4% | -2% | 2% | 2%
O=C(COC(=O)c1cccnc1Cl)Nc1ccccc1OC(F)F | 0.0% | -3% | 5% | 1% | 6% | -5% | 1%
O=c1c2c3c(sc2n(CCN2CCCCC2)c(=O)n1Cc1ccco1)CCCCC3 | -5.4% | x | 40%[activator][38.3 µM] | -4% | -27% | u | -2%
C=CCSc1nc2nc(C)cc(C)n2n1 | 0.0% | 0% | 17%[38.3 µM] | 3% | -20% | 0%[46.1 µM] | -1%
CN(C)C(=S)Nc1cccc(-c2n[nH]c(=S)o2)c1 | 2.9% | x | u | 6% | -6% | -4% | 3%
O=C(CSc1ccc(Cl)cc1)Nc1ccc(-c2nc3ccccc3[nH]2)cc1 | -1.0% | 2% | -11% | 2% | -28% | -24% | -1%
O=C(O)CCc1ccc(-c2cccs2)n1-c1ccc(C(=O)O)cc1 | 0.7% | -29% | -11%[38.3 µM] | -12% | 8% | 3%[46.1 µM] | -4%
Cc1ccc(C(C)C)c2c1C(c1ccc3c(c1)OCO3)CC(=O)O2 (stereo unspecified) | 1.7% | 2% | 12% | 21%[89.1 µM] | x | x | 1%[39.9 µM]
Cc1ccc(C2NC(=O)NC3=C2CCc2ccccc23)cc1 (stereo unspecified) | 1.0% | 0% | -8%[38.3 µM] | 0% | 6% | -27%[46.1 µM] | 3%
CCOc1ccc(C(=O)c2ccc(O)c(O)c2O)cc1 | 0.3% | x | -2% | x | x | x | -1%
O=C(NCCc1cnn(-c2ccccc2)c1)c1cc(COc2c(F)cccc2F)on1 | 4.3% | 4% | 12% | 12% | -6%[9.22 µM] | u | -1%
O=C(CN1C(=O)C2(OCCCO2)c2ccccc21)NCCc1ccccc1 | 1.6% | 6% | 1%[38.3 µM] | -1% | 5% | 2%[46.1 µM] | -1%
O=C(CNC(=S)N(Cc1ccc(F)cc1)C1CCCCC1)NCCN1CCOCC1 | -0.3% | 1% | 6% | -4% | -4% | 1% | 1%
Cc1cc(C)n(CCNC(=O)CC2C(=O)NCCN2CC2CCCCC2)n1 (stereo unspecified) | 1.9% | 4% | 4% | 3% | 8%[9.22 µM] | -1% | 2%
CCN1CCc2c(OCc3ccc(C(=O)OC)o3)cccc2C1=O | -1.4% | 8% | -4% | 12% | -5% | 8% | 0%
COc1ccc(CN=C2NN=C(c3ccccc3)CS2)cc1 | -5.1% | x | 10% | -23% | -8% | -5% | 1%
COc1ccccc1-c1noc(-c2ccco2)n1 | -0.8% | -10% | 3%[38.3 µM] | -3% | 0% | -8%[46.1 µM] | -18%
O=C(COc1cccc(C(F)(F)F)c1)NCCCN1CCCC1=O | -2.1% | -2%[11.4 µM] | 4%[38.3 µM] | 7% | -3% | 0%[46.1 µM] | 3%
COC(=O)CC1C(=O)NCCN1C(=O)CSc1nc2ccccc2o1 (stereo unspecified) | 2.3% | 0% | 0% | 6% | 6% | 5% | -1%
O=C(Cn1cnc2ccccc21)N/N=C/C(Br)=C/c1ccccc1 | 17% | 6% | 15% | -4% | 28% | -15%[46.1 µM] | -1%
Cc1ccc(C2=NNC(=O)C(P(=O)(c3ccccc3)c3ccccc3)C2)cc1 (stereo unspecified) | -0.1% | 0% | 2% | 4% | -3% | -8% | 4%
O=C(C1CCCN(Cc2cccs2)C1)N1CCCCCC1 (stereo unspecified) | -1.0% | 8% | x | 1% | 9% | 1%[46.1 µM] | x
